Bioassay records (PubChem)
CIT2-GFP yeast: yeast TOR pathway CIT2-GFP modulation | S. cerevisiae CIT2-GFP strain, flow cytometry, 3 h; 100 means same as DMSO wells | GFP response vs DMSO, % at 10 µM | 0.065% of 320,000 active;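 active = GFP response relative to DMSO above a set limit, near the screen mean plus 3 SD, cut at about 150% in these data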;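 note: ratio of well median GFP fluorescence to mean of DMSO wells on the plate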
VLA-4 inh: inhibition in a human VLA-4 binding assay; P13612; VLA-4 expressing cells, ligand binding flow cytometry; inhibition, % (about 7 µM as worked out from the volumes in the protocol); 0.2% of 330,000 active; AID 2557; in the data active = inhibition above about 50%
Target sequence (P13612 whole entry, looked up): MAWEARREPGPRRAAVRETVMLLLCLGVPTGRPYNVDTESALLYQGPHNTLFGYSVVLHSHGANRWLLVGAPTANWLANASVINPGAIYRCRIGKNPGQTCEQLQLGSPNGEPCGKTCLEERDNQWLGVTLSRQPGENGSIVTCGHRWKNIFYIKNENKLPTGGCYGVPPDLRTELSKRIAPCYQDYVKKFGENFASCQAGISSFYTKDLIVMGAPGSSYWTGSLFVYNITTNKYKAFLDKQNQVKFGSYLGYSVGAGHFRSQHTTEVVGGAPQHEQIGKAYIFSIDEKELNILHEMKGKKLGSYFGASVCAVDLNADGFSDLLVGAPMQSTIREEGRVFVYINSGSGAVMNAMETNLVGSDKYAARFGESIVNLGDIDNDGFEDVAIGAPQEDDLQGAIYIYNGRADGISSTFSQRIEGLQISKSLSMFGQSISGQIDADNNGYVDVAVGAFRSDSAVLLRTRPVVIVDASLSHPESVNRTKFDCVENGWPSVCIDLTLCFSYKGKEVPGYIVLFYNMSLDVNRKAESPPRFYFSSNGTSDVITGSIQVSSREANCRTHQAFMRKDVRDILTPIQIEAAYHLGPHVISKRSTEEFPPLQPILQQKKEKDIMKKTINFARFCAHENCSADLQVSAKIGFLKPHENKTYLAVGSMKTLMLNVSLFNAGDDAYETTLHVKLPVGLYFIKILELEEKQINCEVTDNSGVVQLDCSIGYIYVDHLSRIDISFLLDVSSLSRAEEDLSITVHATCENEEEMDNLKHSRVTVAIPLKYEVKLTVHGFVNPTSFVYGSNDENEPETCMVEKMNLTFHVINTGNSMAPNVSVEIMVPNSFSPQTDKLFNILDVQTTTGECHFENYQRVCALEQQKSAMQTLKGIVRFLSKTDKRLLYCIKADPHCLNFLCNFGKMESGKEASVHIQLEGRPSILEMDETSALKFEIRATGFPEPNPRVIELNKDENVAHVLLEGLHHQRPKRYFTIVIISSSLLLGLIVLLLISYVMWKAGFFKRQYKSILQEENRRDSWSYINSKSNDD
GLD-1 RNA inh: GLD-1-TGE RNA interaction inhibition (C. elegans); inhibition, % at 5.96 µM; AID 2280; purified GLD-1 + fluorescein TGE RNA, fluorescence polarization; Q17339; 0.44% of 320,000 active;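 active = percent inhibition above a per-plate cutoff, the plate mean of test compounds plus 3 SD, cut at about 30% in these data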;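 note: 0% = DMSO wells with GLD-1 and probe and 100% = wells lacking GLD-1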
CR mimetic SO: caloric restriction mimetics inhibiting age-related superoxide in yeast. S. cerevisiae aged cells, superoxide DHE fluorescence; active compounds read low. superoxide response (% of plate mean), % at 10 µM. 0.18% of 330,000 active;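 active = superoxide response under a set limit, about three screen SD below normal, cut at about 65% in these data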;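 note: yeast aged for seven days with compound at 30 °C before DHE staining; 100% = average MFI of all compound-treated wells on the plate with controls excluded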
BCLXL inh: Bcl-xL (human) inhibition | GST-Bcl-xL / FITC-Bim BH3 peptide fluorescence polarization | Q07817 | 0.7% of 320,000 active | inhibition, % at 10.9 µM;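 active = inhibition above the mean of all tested compounds plus 3 SD, cutoff set per campaign, cut at about 30% in these data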;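 note: 0% = DMSO wells and 100% = unlabeled Bim-BH3 peptide competitor; inhibitors lower millipolarization by displacing the labeled peptide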
GRK2 aptamer HTS: blocks RNA aptamer binding to human GRK2 | bead flow cytometry, FAM-aptamer displacement from GRK2 | inhibition of aptamer binding, % at 10 µM | 0.59% of 330,000 active;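 active = inhibition of aptamer binding above 40%, roughly 3 SD of noise, on plates passing a quality check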;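 note: median bead fluorescence of bound FAM aptamer so fluorescent compounds give negative values; no value below 0 was filed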
AGP1-GFP MLPCN: yeast TOR pathway AGP1-GFP modulation; 0.02% of 320,000 active; S. cerevisiae AGP1-GFP multiplex flow cytometry, 3 h; GFP as percent of DMSO wells; GFP response vs DMSO, % at 10 µM; AID 2066;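 active = GFP response relative to DMSO above a set limit, near screen average plus 3 SD, cut at about 150% in these data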;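 note: median GFP channel fluorescence of the gated AGP1 strain per well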
MCL1-BIM inh: inhibitors of human MCL1 binding to BIM-BH3 peptide | inhibition, % at 10.9 µM | AID 2057 | Q07820 | GST-MCL1 / FITC-Bim-BH3 fluorescence polarization | 0.68% of 320,000 active;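 active = inhibition above the mean inhibition of all tested compounds plus 3 SD, set per campaign, cut at about 40% in these data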;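 note: 0% = DMSO wells and 100% = unlabeled Bim-BH3 peptide control; higher means more loss of mP so more displacement of Bim peptide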
MEX-5 binding: C. elegans MEX-5 TCR-2 RNA binding activity; Q9XUB2; MEX-5/FITC-TCR2 RNA binding, fluorescence polarization; active compounds read low; activity score (negative = inhibition of binding), % at 10 µM; 0.38% of 300,000 active; AID 1832;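 active = inhibition past about -25% in most replicates, and total fluorescence under double the plate's negative control median, limit read from the data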;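 note: 0% = DMSO and -100% = 5 µM competing unlabeled TCR2 RNA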
Active calls of the source: *; · = no result given; & = joins results of further samples.

SMILES	CIT2-GFP yeast	VLA-4 inh	GLD-1 RNA inh	CR mimetic SO	BCLXL inh	GRK2 aptamer HTS	AGP1-GFP MLPCN	MCL1-BIM inh	MEX-5 binding
Cc1ccc2c(c1C)NC(=O)C2(O)CC(=O)c1ccc2c(c1)OCO2 (centres undefined)	92	25	-6	121	-2	0	99	-4	1.4
CC(C)(Oc1ccc(CCNC(=O)c2ccc(-c3ccccc3)o2)cc1)C(=O)O	106	2	-9	83	1	2	101	-1	2.2
O=C(c1cccc(F)c1)N1CCN(Cc2c[nH]c3ccccc23)CC1	89	-9	-8	123	-7	0	96	-12	-0.4
Cc1ccc(S(=O)(=O)NCC(=O)NC2CC2)cc1	·	5	-6	100	4	0	96	-1	-1.4
Cc1nnc(SCc2ccccc2Cl)n1CC1CCCO1 (centres undefined)	106	-12	-3	75	6	0	101	3	-0.8
CCC(c1nnc(SCC(=O)Nc2cccc(S(N)(=O)=O)c2)n1Cc1ccccc1)N(C)C (centres undefined)	101	-4	-1	103	-8	0	99	-2	0.6
Cc1oc(-c2cc(F)ccc2F)nc1CN(C)Cc1ccc2nccnc2c1	108	33	8	95	3	1	108	5	-0.2
Nc1nc(-c2ccccc2)nc2sc3c(c12)CCCC3	97	·	-4	97	-6	0	97	-15	0.5
Cc1nn(Cc2ccc(C(=O)Nc3ccccc3F)cc2)c(C)c1Cl	89	6	-3	89	-3	1	95	-3	0.4
Cc1ccc(CN(C)C(=O)c2cc(COc3cccc(C(F)(F)F)c3)on2)o1	107	-4	-6	97	9	0	96	13	-0.4
O=C(NCCN1C(=O)S/C(=C/c2cccnc2)C1=O)C1CC(=O)N(Cc2ccccc2)C1 (centres undefined)	91	-3	5	119	-6	2	96	4	0.4
O=C(Cn1c(=O)c2cccn2c2ccccc21)Nc1cc(F)ccc1F	97	-1	-2	125	6	0	98	4	-3.4
C=CCn1nc(-c2ccccc2)c(N2CCCCC2)cc1=O	98	8	0	95	6	3	100	6	-0.5
COc1ccc(NC(=O)c2ccc(N3C(=O)C4CC=C(C)CC4C3=O)cc2)c(OC)c1 (centres undefined)	95	3	-5	109	2	0	98	3	-1.4
Cc1cc2cc3c(cc2nc1SCC(=O)OC(C)C)OCCO3	103	-1	-1	93	2	0	94	-6	-0.5
CCn1c(SCC(=O)NCCc2ccccc2)nc2c([nH]c3ccccc32)c1=O	94	6	-4	91	-1	4	80	-2	-2.2
COc1ccc2c(C)cc3n[nH]c(=S)n3c2c1	92	-4	3	108	-9	2	95	-26	-3.4
COC(=O)c1nc(NNC(=O)c2ccccc2)sc1-c1ccccc1	107	-11	5	93	-11	3	107	-10	0.0
COc1cc(CN2CCN(c3cc(C)ccc3C)CC2)cc([N+](=O)[O-])c1O	108	8	0	101	-1	0	105	-3	-0.6
CCOc1ccc2oc(C(=O)OCC(=O)N3CCCC(C)C3)c(C)c2c1 (centres undefined)	86	1	5	100	5	0	88	2	·
COc1ccc(C(=O)COC(=O)/C=C/c2ccco2)cc1F	86	-5	-8	101	-1	7	92	-3	·
Cn1c(-c2cc(Cl)ccc2O)nc2c1c(=O)[nH]c(=O)n2Cc1ccccc1	99	15	0	87	10	4	104	1	-0.1
O=C(Nc1ccccc1C(=O)Nc1ccc2c(c1)OCO2)c1cccs1	90	-10	7	114	-2	2	96	-5	0.9
CCCc1nn2c(N)c(/C=C3\C=Nc4ccccc43)c(=O)nc2s1	97&102	-21&-4	-2&-3	124&88	-1&5	2&1	96&102	-10&4	-5.6&-7.8
Cc1cc(C)cc(NC(=O)OCCN2CCN(Cc3ccccc3)CCC2=O)c1	106	-7	5	94	2	3	91	5	1.9
O=C(C1CCN(S(=O)(=O)N2CCC3(CC2)OCCO3)CC1)N1CCN(Cc2ccccc2)CC1	93	20	-1	94	2	1	98	0	1.8
CCCCOC(=O)c1cc(C)nc2ccc(Br)cc12	95	10	-10	123	3	17	94	16	-2.1
Cc1ccc(CSCC(=O)NCCc2ccccc2)cc1	98	4	2	102	2	0	102	-4	1.0
Nc1cccc(Nc2nc(OC(C(F)(F)F)C(F)(F)F)nc(OC(C(F)(F)F)C(F)(F)F)n2)c1	98	19	9	95	6	0	98	1	-0.2
Oc1ccc(Br)cc1/C=N/n1c(COc2ccccc2)n[nH]c1=S	99	5	·	106	·	0	97	·	0.2
COc1ccc(/C=C(\C#N)C(=O)OCC(=O)NCc2ccccc2OC)cc1	100	4	-5	96	-3	2	105	-7	2.0
Cc1ccsc1C(=O)OCc1cc(=O)n2ccsc2n1	89	15	7	133	-1	0	86	-2	·
CC1=C(C(=O)N2CCCCC2)C(c2cccs2)C2=C(CCCC2=O)N1 (centres undefined)	94	15	-5	102	7	0	94	5	-0.1
COC(CNC(=O)c1ccc2c(c1)nc(C)n2-c1cc(C)cc(C)c1)OC	100	13	0	94	-2	3	94	14	-1.1
CC(=O)Nc1ccc(NC(=O)C(NS(=O)(=O)c2ccc3c(c2)OCCO3)C(C)C)cc1 (centres undefined)	104	-7	5	101	1	6	107	0	·
CCCCC(=O)Nc1ccc(C(=O)N2CCN(c3ccccc3OC)CC2)cc1	117	8	0	84	-2	0	·	-2	1.4
S=C(NCc1ccncc1)Nc1ccccc1	111	25	-3	86	-1	0	102	18	0.6
CCCNC(=O)c1ccc(N2CCC3(CC2)CC(c2ccccc2)=NO3)c(NC(=O)Cc2ccc(F)cc2)c1	69	8	5	103	5	1	77	1	0.4
CCOC(=O)c1c(Cc2cccc(Cl)c2)c[nH]c1C	93	3	6	78	7	0	97	13	0.0
CCn1c(=O)[nH]c2cc(Cl)c(Cl)cc21	93	-13	4	85	5	1	92	-7	·
Nc1c(C(=O)O)sc2nc(-c3ccccc3)cc(-c3ccc(Cl)cc3)c12	105	-4	-1	91	28	0	124	15	-2.5
CON/C=N/C(=S)Nc1ncc(C(F)(F)F)cc1Cl	·	-5	7	111	8	0	81	11	1.5
CCOC(=O)C1CCN(C(c2ccc(OC)c(OC)c2)c2sc3nc(C)nn3c2O)CC1 (centres undefined)	100	-1	5	85	-2	1	100	1	0.1
CN(CC(=O)Nc1nc2ccccc2s1)S(=O)(=O)c1ccc(Br)cc1	96	·	15	119	3	0	85	2	0.3
CCCn1nnnc1NCc1ccc(N2CCCC2)cc1	111	-3	-8	95	4	7	104	-4	-1.5
Cc1onc(-c2ccccc2)c1C(=O)Nc1ccon1	95	4	1	88	1	0	99	-1	-2.1
O=C(COc1ccccc1F)NCC(c1ccco1)N1CCCC1 (centres undefined)	83	2	6	117	4	0	84	6	0.8
N#C/C(=C\Nc1ccc2c(c1)OCCO2)c1nc(-c2ccccc2)cs1	97	-22	-10	120	-2	0	95	-5	-0.6
CCOC(=O)c1ccc(NC(=O)C2=C(C)Nc3nc(CCCO)nn3C2c2cccc(C)c2)cc1 (centres undefined)	100	-12	-1	106	-1	0	102	-3	-0.4
CCCCc1ccc(-c2c(C#N)c(N)nc3c2CCCC3)s1	118	1	2	106	-3	5	103	-8	2.5
Other compounds:
SMILES	CIT2-GFP yeast	VLA-4 inh	GLD-1 RNA inh	CR mimetic SO	BCLXL inh	GRK2 aptamer HTS	AGP1-GFP MLPCN	MCL1-BIM inh	MEX-5 binding
O=C(c1cc2cccc([N+](=O)[O-])c2oc1=O)N1CCOCC1	96	27	8	91	3	0	113	3	1.1
CCC(=O)Nc1ccc(Cl)c(NC(=O)c2cccc(OC)c2)c1	96	8	4	97	2	2	98	5	-1.7
CCOC(=O)NN1C(=O)c2ccccc2NC1C (centres undefined)	98	-7	1	97	2	0	103	2	-0.1
CCOC(=O)c1sc2nc(COC(=O)c3c(F)cccc3F)[nH]c(=O)c2c1C	92	-10	-13	105	-12	2	96	-24	-6.7
CC(OC(=O)c1ccc(-n2cnnn2)cc1)C(=O)Nc1ccc(F)c(F)c1F (centres undefined)	85	6	1	91	-4	0	90	-7	·
O=C(CSC(=S)N1CCCC1)N1CCN(S(=O)(=O)c2ccccc2F)CC1	103	21	6	103	3	0	104	1	-0.9
CC1=NN(C(N)=S)C(=O)C1N=Nc1ccccc1O (centres undefined)	102	0	-8	109	13	3	100	12	4.6
Cc1nnc(SCC(=O)NC(C)(C)C)n1NCc1cccc(Br)c1	123	6	0	102	2	1	111	-5	-0.3
COc1ccc(C(=O)COC(=O)COc2ccc(C)c(C)c2)cc1	74	-9	-1	101	11	8	91	5	3.6
CCS(=O)(=O)N1CCN(Cc2ccccc2OC)CC1	85	2	-9	119	5	0	91	6	0.9
Cc1cccc(N2CCN(C(=O)C3CCN(S(=O)(=O)c4cnc[nH]4)CC3)CC2)c1C	108	-22	3	81	2	0	109	2	1.4
C=CCn1c(C)csc1=Nc1ccccc1C	107	-8	-2	88	3	5	81	-4	-2.9
N#Cc1ccc(OCC(O)CS(=O)(=O)c2ccccc2)cc1 (centres undefined)	92	-12	1	92	-2	2	81	-2	-0.4
Cc1cc2cc(C)c(NCCNC(=O)c3ccccc3Cl)nc2cc1C	99	6	9	117	6	3	100	-1	-4.3
Cc1onc(-c2ccccc2)c1C(=O)N=C(N)c1ccc(C(F)(F)F)cc1	105	0	0	107	-4	·	109	0	1.9
Cc1nc(-c2ccc(Cl)cc2)sc1C1(C)CC(c2ccc(C#N)cc2)=NO1 (centres undefined)	97	5	6	103	6	1	99	-2	-1.0
Nn1c(COc2ccccc2F)nnc1SCC(=O)NC1CC1	104	-14	6	99	-7	0	112	-8	1.0
CC1CN(Cc2ccc(C#N)cc2Cl)CC(C)O1 (centres undefined)	102	-11	7	97	0	0	·	-1	-2.6
Cc1ccc(/C=N/NC(=O)Cc2c[nH]c3ccccc23)c(C)c1	·	-5	1	105	-3	1	106	-2	-1.7
Cc1cc(C(=O)O)cc(S(=O)(=O)Nc2c(C)nn(C)c2C)c1C	115	-1	-1	102	·	0	106	·	·
COc1ccc([C@H]2CC(=O)C=C(c3ccc(-c4ccccc4)c(F)c3)C2)cc1	100	-9	-13	98	2	1	94	-1	·
CC(=O)Nc1ncc(Cc2ccc(Cl)cc2Cl)s1	90	6	3	106	3	0	103	5	-1.2
CCC(C)[C@H]1CNCCN1CCCc1cc(OC)c(OC)c(OC)c1 (some centres undefined)	87	2	5	92	-2	2	78	-6	0.0
Cc1noc(C)c1NC(=O)Nc1cccc2c1O[C@H](CN(C)S(=O)(=O)c1ccccc1)[C@@H](C)CN([C@H](C)CO)C2=O	95	7	4	90	·	0	110	·	·
O=C(CCSCCC(=O)NCc1cccs1)NCc1cccs1	100	8	1	96	-2	5	97	13	2.1
CC(=O)CCc1c(C)c2cc(C)ccc2[nH]c1=O	97	14	-10	136	0	1	92	-2	-0.1
CCn1c(SC(=O)NC2CCCCC2)nnc1-c1cccs1	104	22	7	109	-4	1	110	-6	0.6
CCOC(=O)CSc1nc(-c2ccccc2)nc2ccc(F)cc12	107	2	-2	100	-2	2	107	10	3.7
COc1ccc(NC(=O)c2cc3c(-c4ccc(OC)c(OC)c4)nn(C)c3s2)cc1OC	106	-1	8	95	11	1	104	6	0.2
C=CCSc1nnc2c(n1)-c1cccc3cccc-2c13	91	-4	-2	100	10	0	84	3	0.9
CSCC(=O)N1CCC(n2nccc2NC(=O)c2ccc3c(c2)OCO3)CC1	103	15	6	101	-2	7	100	2	-0.1

Hits appear at their usual frequency; overall some 2.1% were active at least once.
